Compound activity: PubChem, National Center for Advancing Translational Sciences (NCATS)
Lipid storage S3: qHTS Assay for Lipid Storage Modulators in Drosophila S3 Cells. Drosophila S3 cells, BODIPY lipid droplet fluorescence, 18-24 h; cells fed with added oleic acid. Potency in µM for hits, for the others lipid storage change, negative = inhibition, % at the top dose, mostly 46.1 µM. 320,000 tested, 0.64% active; active = well fitted inhibition curve with a large enough effect in the signal ratio, with a control signal flat, not every such curve was filed as active; inconclusive = small, poorly fitted or top-dose-only effect, or effect the other way, or a change in a side signal; the % refers to the signal ratio
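Drosophila S3 cells loaded with oleic acid (400 uM, as added) and compounds at several concentrations; lipid droplets imaged by 488-nm laser-scanning cytometry, 500–530 nm intensity and object ratio to cell channel. Percent activity normalized to 20 uM Triacsin C.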
Lipid storage S3 cell count max: also measured in Lipid storage S3; calls as there; cell number change, %; measured here: cell count max response;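 cells counted by Cell Tracker Red CMTPX staining in the red channel; peak over a dose series mostly up to 46.1 µM; percent activity relative to internal control wells on each plate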
Starred values were filed as active, the others as inactive; i = inactive; ? = inconclusive; / = no result given; [ ] = another dose, or the depositor's remark. % is set by controls: 0 for no effect and ±100 for the full control effect; potency is the fitted concentration of half-maximal effect. These rows are one share of the data, so the mix of outcomes need not match the whole.

compound	Lipid storage S3	Lipid storage S3 cell count max
O=C1C(=O)N(CCN2CCOCC2)C(c2cccnc2)/C1=C(/O)c1ccc(Cl)cc1 (centres undefined)	-0.7%	12.2
Cc1cc(-c2nnc3n2N=C(C(C)(C)C)CS3)n[nH]1	?	/
COc1ccccc1NC(=O)CSc1nc(=O)n(Cc2ccncc2)c2c1CCCC2	?	/
O=C(c1ccc(Cl)c(S(=O)(=O)N2CCCC2)c1)N1CCN(c2ncccn2)CC1	i	/
C=CCNC(=S)NNC(=O)c1ccc(OCC(C)C)cc1	?	/
CCCC(C)NC(=O)c1sc2nc3n(c(=O)c2c1C)CCC3 (centres undefined)	?	/
O=C(CCCn1cnc([N+](=O)[O-])n1)Nc1cc(Cl)ccc1O	-6.8%	-8.0
COc1ccc(NC(=O)CN2C(=O)CSC(C)C2=O)c(OC)c1 (centres undefined)	?	/
CCc1ccccc1NC(=O)C1CCCN(c2nn3c(=O)cc(C)nc3s2)C1 (centres undefined)	?	/
Cc1ccc2cc(C(c3nnnn3Cc3ccccc3)N3CCN(c4ccccc4)CC3)c(=O)[nH]c2c1 (centres undefined)	?	/
CCC(=O)N1c2ccc(S(=O)(=O)NCc3ccco3)cc2CC1C (centres undefined)	?	/
O=C1NCCCC1C(=O)N/N=C/c1ccccc1 (centres undefined)	?	/
C[C@H]1CNC(=O)C(=O)N1C[C@H](Cc1ccc(O)cc1)NC(=O)CC12CC3CC(CC(C3)C1)C2	?	/
N#Cc1cccc(NC(=O)Cn2c3[n+](c4ccc(C(F)(F)F)cc42)CCCCC3)c1	-3.4%	3.4
Cc1ccc2cc3cc(C(=O)NCc4ccc5c(c4)OCO5)oc3nc2c1	13.0%	-9.3
Cc1cc(C)cc(C(=O)OCC(=O)NC(=O)NC2CCCC2)c1	?	/
O=C(O)c1ccccc1-c1ccccc1C(=O)NNc1ccccc1	?	/
O=C(COC(=O)CCN1C(=O)C2CC=CCC2C1=O)Nc1ccc(Cl)cc1F (centres undefined)	-14.1%	7.0
Cc1cc(-c2n[nH]c(=S)n2/N=C/c2cc([N+](=O)[O-])ccc2Cl)n[nH]1	?	/
O=C(Nc1cccc(-c2cscn2)c1)C1CCN(Cc2ccccn2)CC1	-14.1%	-4.0
CCOc1ccc(N(C(=O)c2cnsn2)C(C(=O)NC2CCCCC2)c2ccncc2)cc1 (centres undefined)	8.6%	0.1
COc1cccc(/C=C/C(=O)NCc2cn3cc(Cl)ccc3n2)c1OC	?	/
CN1CCN(c2ccc(NC(=O)c3ccc(-c4ccccc4F)o3)cc2)CC1	20.0%	-8.1
O=C(Cn1cnc2ccccc2c1=O)c1ccc(OC(F)F)cc1	?	/
Cc1cc(NC(=O)C2CCC2)n(-c2ccccn2)n1	13.1%	-0.9
Cc1cccnc1NC(=O)CNC(=O)c1ccccc1	?	/
CC12CC3CC(C)(C1)CC(C(=O)N1CCN(C(=O)C4CCCO4)CC1)(C3)C2 (centres undefined)	?	/
O=C(Nc1nnc(SCC(=O)N2CCOCC2)s1)C1CC(=O)N(c2ccc(F)cc2)C1 (centres undefined)	-12.1%	-7.8
Cc1ccc(-n2cnnn2)c(S(=O)(=O)N2CCOCC2)c1	?	/
CCC(C)NC(=O)CCn1ccc2cc(S(=O)(=O)N3CCCC3)ccc21 (centres undefined)	?	/

Record cards (already shown). Values in the order: Lipid storage S3, Lipid storage S3 cell count max
Profile of COc1cccc(/C=C/C(=O)NCc2cn3cc(Cl)ccc3n2)c1OC → ?, /
Profile of N#Cc1cccc(NC(=O)Cn2c3[n+](c4ccc(C(F)(F)F)cc42)CCCCC3)c1 → -3.4%, 3.4
Profile of Cc1cccnc1NC(=O)CNC(=O)c1ccccc1 → ?, /

(listing goes on)
compound	Lipid storage S3	Lipid storage S3 cell count max
CCN1CCN(c2nc3ccccc3n3cnnc23)CC1	8.8%	-8.1
COc1ccccc1Cn1nc(C(=O)O)c2ccccc2c1=O	?	/
COC(=O)c1ccc(COc2ccc(/C=N/Nc3cccc(C(=O)O)c3)cc2)cc1	-11.2%	-4.9
O=C(c1ccccc1)N1CCN(c2ccc([N+](=O)[O-])c(NCC3CCCO3)c2)CC1 (centres undefined)	?	/
CCOC(=O)c1c(NC(=O)c2ccncc2)sc(C)c1C	-13.4%	4.1
COc1ccc(COC(=O)c2nc3nc(C)cc(C)n3n2)cc1F	?	/
Cc1ccc(C)c(NS(=O)(=O)c2ccc3c(c2)NC(=O)CCS3)c1	i	8.3
CCN(C(=O)COc1cc(=O)n(CC)c2ccccc12)c1cc(Cl)ccc1OC	?	/
Cc1ccc2nsnc2c1S(=O)(=O)N1CCN(Cc2ccc3c(c2)OCO3)CC1	?	/
Cc1cccc(C)c1NC(=S)NN(Cc1ccccc1)c1ccccc1	i	6.7
COC(=O)C1(C)Nc2ccccc2C(=O)N1c1ccccc1OC (centres undefined)	?	/
COc1ccc(NC(=O)[C@H](CCS(C)(=O)=O)N2Cc3ccccc3C2=O)c(OC)c1	-15.9%	-12.2
CC(=O)c1ccccc1OCCn1nc(C(=O)O)c2ccccc2c1=O	?	/
CCN(CC(=O)Nc1c(F)cccc1F)C(=O)c1cc(C)oc1C	?	/
CCCCC(c1nnnn1CC1CCCO1)N1CCN(c2cccc(C)c2C)CC1 (centres undefined)	?	/
CCCn1c2ccccc2c2nc3ccccc3nc21	?	/
CC(C)(C)NC(=O)C(c1ccc(O)cc1)N(Cc1ccco1)C(=O)Cn1nnc(-c2cccs2)n1 (centres undefined)	?	/
COC(=O)c1c(C(=O)OC)n(CCCN)c2ccc(C)cc12	?	/
[O-]/[N+](=C/c1ccc(F)cc1)c1ccc(Cl)cc1	7.4%	11.8
COc1cc2ccccc2cc1C(=O)OCC(=O)N(CC(C)C)c1c(N)n(Cc2ccccc2)c(=O)[nH]c1=O	?	/
Cc1cc(C(=O)N/N=C/c2ccc(-c3ccc([N+](=O)[O-])cc3C)o2)n[nH]1	i	26.6
CCOc1ccc(C(=O)N/N=C/c2ccc(-c3ccc(S(=O)(=O)Nc4ncccn4)cc3)o2)cc1	i	26.5
CCc1cc2c(N[C@@H](Cc3c[nH]c4ccccc34)C(=O)O)ncnc2s1	1.4%	-16.9
Cc1ccc(CC2C(=O)N(c3ccccc3)C(=O)C2C)cc1 (centres undefined)	i	26.2
COc1ccc(N=CC2=C(O)CC(C)(C)CC2=O)cc1OC	3.0%	-6.2
COc1ccc(CC(=O)Oc2cc(C)ccc2C)cc1	?	/
CCCN(C(=O)COC(=O)Cn1c(=O)oc2ccccc21)c1c(N)n(Cc2ccccc2)c(=O)[nH]c1=O	?	/
CCOC(=O)C1C(=O)C=C(c2ccc(OC)cc2)CC1c1ccco1 (centres undefined)	20.9%	/
C=CCNC(=S)NNC(=O)C(CC(C)C)CC(C)O (centres undefined)	-5.6%	1.9
O=C(NCCc1cccs1)C1CCC(=O)N(CCc2cccc(F)c2)C1 (centres undefined)	14.9%	/

Additional results follow:
| Structure | Lipid storage S3 | Lipid storage S3 cell count max |
| --- | --- | --- |
| Brc1cccc(-c2nnc(SCc3nc4ccccc4[nH]3)o2)c1 | -27.5% | / |
| Cc1cc(-c2csc(NC(=O)c3ccc(S(=O)(=O)N(C)C)cc3)n2)c(C)n1-c1ccccc1 | 4.9% | 14.0 |
| CCN(CCNC(=O)c1cc(C)nn1-c1ccccc1)c1ccccc1 | i | / |
| Cc1ccc(C)c(NC(=O)CCC(=O)NNC(=O)c2cccs2)c1 | i | / |
| Cc1ccc(CON=C2CCN(c3ncc(C(F)(F)F)cc3Cl)CC2)cc1 | 16.9% | 9.3 |
| Cc1ccc(N2CC(C(=O)OCC(=O)NNC(=O)c3ccccc3)CC2=O)cc1 (centres undefined) | i[0.0737 µM] | -12.1 |
| CC1=NNC(=O)/C1=C\c1cn(-c2ccccc2)nc1-c1cccs1 | ? | / |
| COc1ccccc1N1C(=O)CC(Sc2ccccc2N)C1=O (centres undefined) | ? | / |
| CC(C)[C@H](NC(=O)c1ccccc1F)C(=O)NCc1ccc(S(N)(=O)=O)cc1 | ? | / |
| CC(C)(C)Nc1nc2nonc2nc1NC(C)(C)C | ? | / |
| Cn1cnnc1SCC(=O)NC1CCCN(Cc2ccccc2F)C1 (centres undefined) | ? | / |
| Cc1c(N)cccc1[N+](=O)[O-] | i | 19.0 |
| Cc1cc(=O)[nH]c(SCC(=O)Nc2cccc(S(=O)(=O)N3CCOCC3)c2)n1 | ? | / |
| C=C(Cl)COc1ccc2c(CCC)cc(=O)oc2c1 | ? | / |
| Nc1ccccc1-c1nnc(-c2ccc(-c3ccccc3)cc2)o1 | ? | / |
| Cc1ccc(N2CC(C(=O)NCc3cccs3)CC2=O)cc1C (centres undefined) | 2.1% | -2.9 |
| Cc1ccc(S(=O)(=O)N2CCC(C(N)=O)CC2)c(C)c1C | 5.8% | -13.6 |
| CCC1Sc2ccc(S(=O)(=O)CCC(=O)Nc3ccc(OC(F)(F)F)cc3)cc2NC1=O (centres undefined) | i | 2.1 |
| COc1ccc(NC(=O)Cc2c(F)cccc2Cl)c(OC)c1 | 22.6% | / |
| Cc1ccc(SCCC(=O)N/N=C/c2ccccc2O)cc1 | ? | / |
| CC(C)(C)NS(=O)(=O)CC12CCC(CC1=O)C2(C)C (centres undefined) | ? | / |
| O=C(CCS(=O)(=O)c1ccc(F)cc1)Nc1nc(-c2ccccn2)cs1 | i | -26.0 |
| Cc1cccc(NC(=O)N2CCC(c3nc4ccccc4o3)CC2)c1 | ? | / |
| NC(=O)c1ccsc1NC(=O)COC(=O)c1cnccn1 | ? | / |
| COC(=O)C1=C(C)Nc2nc(SCc3ccccc3)[nH]c(=O)c2C1c1cccs1 (centres undefined) | ? | / |
| COc1ccccc1-n1c(SCC(=O)Nc2cccc(C(=O)O)c2)nnc1-c1ccccc1O | ? | / |
| O=C(c1cnccn1)N1CCc2c([nH]c3ccccc23)C1c1cccc(Cl)c1 (centres undefined) | -10.7% | -11.5 |
| O=S(=O)(NCCSc1nc2ccccc2o1)c1ccccc1 | 22.3% | -19.4 |
| O=C1[C@H]2[C@@H](c3ccc(F)cc3)N3C(=O)N(c4cccc(Cl)c4)C(=O)[C@@]3(Cc3ccc(Cl)cc3)[C@H]2C(=O)N1C1CCCCC1 | ? | / |
| CC(C)C(=O)C1=Cc2cccc([N+](=O)[O-])c2OC1N1CCOCC1 (centres undefined) | ? | / |

Some of the entries so far, field by field.
> O=C1[C@H]2[C@@H](c3ccc(F)cc3)N3C(=O)N(c4cccc(Cl)c4)C(=O)[C@@]3(Cc3ccc(Cl)cc3)[C@H]2C(=O)N1C1CCCCC1
  Lipid storage S3: ?	Lipid storage S3 cell count max: /

> CCC1Sc2ccc(S(=O)(=O)CCC(=O)Nc3ccc(OC(F)(F)F)cc3)cc2NC1=O (centres undefined)
  Lipid storage S3: i	Lipid storage S3 cell count max: 2.1

> Cc1cccc(NC(=O)N2CCC(c3nc4ccccc4o3)CC2)c1
  Lipid storage S3: ?	Lipid storage S3 cell count max: /

> NC(=O)c1ccsc1NC(=O)COC(=O)c1cnccn1
  Lipid storage S3: ?	Lipid storage S3 cell count max: /

More results
| Structure | Lipid storage S3 | Lipid storage S3 cell count max |
| --- | --- | --- |
| CC(=O)Nc1ccc(OS(=O)(=O)c2ccc(C)cc2C)cc1 | 8.8% | 21.7 |
| CCc1ccc(C(=O)NNC(=O)c2cc(S(=O)(=O)N(C)C)ccc2N2CCCC2)cc1 | -8.2% | / |
| O=C1C2C3C=CC(C3)C2C(=O)N1CCc1ccccc1 (centres undefined) | ? | / |
| Cc1cc(N2CCCC2)nc2ccc(NC(=S)NCCCOC(C)C)cc12 | 2.8% | -11.9 |
| CCOC(=O)c1c(NC(=O)c2ccoc2C)sc(C(=O)N(C)C)c1C | ? | / |
| CC(C)(C)C(=O)Oc1cc(N)n(S(=O)(=O)c2ccccc2)n1 | i | / |
| CN(C)/C=N/C(=S)Nc1ccc(F)cc1 | ? | / |
| CCOc1c(C)cnc2c1c(=O)n(Cc1ccc(Cl)cc1)c(=O)n2C | ? | / |
| CCCCOCC1CC(CC#CCN2CCCCC2)C(=O)O1 (centres undefined) | ? | / |
| COc1ccc(NC(=O)N2CCC(Cc3ccccc3)CC2)cc1 | ? | / |
| O=C(Nc1ccc(Cl)cc1)Nc1ccc(Br)cn1 | -0.1% | 1.5 |
| Cc1cccc(C(=O)O[C@@H]2[C@H](Cc3ccccc3)NS(=O)(=O)[C@H]3C[C@@H]4C=C[C@]23O4)c1 | i | -12.3 |
| COc1cc(C(=O)O/N=C2/C=CC(=O)C(C)=C2C)cc(OC)c1OC | ? | / |
| C=CCN1CCN(C(c2ccccc2OC)c2nnnn2C(C)(C)C)CC1 (centres undefined) | -5.5% | 17.2 |
| CC(C)=CCc1c(O)c(CC=C(C)C)c2c(c1O)C(=O)CC(c1ccc(O)cc1)O2 (centres undefined) | ? | / |
| COc1ccc(S(=O)(=O)N(C)c2ccc(C(=O)NC3CCCC3)cc2)cc1 | ? | / |
| CCOc1ccc2nc(Cl)c(C3CC(c4ccccc4)=NN3C(=O)c3cccs3)cc2c1 (centres undefined) | ? | / |
| Cc1cc(NC(=O)CON=C(N)CC(=O)Nc2ccccc2Cl)ccc1Br | -24.9%[0.0737 µM] | / |
| Cc1ccc(S(=O)(=O)Nc2c(C)n(C)n(-c3ccccc3)c2=O)cc1C(=O)NCc1ccccc1 | -13.1% | 5.2 |
| c1ccc(CNc2c3c(nc4ncnn24)CCCC3)nc1 | ? | / |
| CO/N=C/C=C1/N(C)c2ccccc2C1(C)C | ? | / |
| NC(=O)CNc1n[nH]c(=S)[nH]c1=O | -5.3% | 4.4 |
